# CBFb-RUNX1 inh = qHTS Assay for Compounds Blocking the Interaction Between CBF-beta and RUNX1 for the Treatment of Acute Myeloid Leukemia; AlphaScreen CBFb-His/RUNX1-biotin binding, biochemical; AID 1477, 2009; Potency, µM (highest dose often 59.8 µM), for the others: at the top dose activity, negative = inhibition, actives largely listed as inhibitors; 230,000 tested, under 10 active; also: % of control where 0% means no effect
# Target sequence (Q01196 whole entry, looked up): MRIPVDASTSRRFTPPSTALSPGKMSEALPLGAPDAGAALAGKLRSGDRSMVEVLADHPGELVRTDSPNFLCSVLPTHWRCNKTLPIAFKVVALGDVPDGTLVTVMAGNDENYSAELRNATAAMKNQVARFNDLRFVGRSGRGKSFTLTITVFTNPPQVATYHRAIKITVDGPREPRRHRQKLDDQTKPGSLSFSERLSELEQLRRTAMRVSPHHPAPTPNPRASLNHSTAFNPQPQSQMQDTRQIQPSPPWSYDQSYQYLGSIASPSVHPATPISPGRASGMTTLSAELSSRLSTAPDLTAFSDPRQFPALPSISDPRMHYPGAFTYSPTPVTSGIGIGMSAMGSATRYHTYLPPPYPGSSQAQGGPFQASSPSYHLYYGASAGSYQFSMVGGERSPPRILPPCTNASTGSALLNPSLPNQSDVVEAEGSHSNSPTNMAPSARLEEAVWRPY
# Target sequence (Q13951 whole entry, looked up): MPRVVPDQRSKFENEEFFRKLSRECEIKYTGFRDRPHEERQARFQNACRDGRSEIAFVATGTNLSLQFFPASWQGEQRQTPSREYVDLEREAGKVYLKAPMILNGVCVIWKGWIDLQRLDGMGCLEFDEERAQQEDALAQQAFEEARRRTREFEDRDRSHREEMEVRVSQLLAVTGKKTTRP
#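 AlphaScreen proximity signal reports loss of binding between His-tagged CBF-beta and biotin-labelled RUNX1, each at 30 nM. Proteins are pre-associated for 20 minutes, compounds added for 15 minutes, then beads for 90 minutes, all at ambient temperature.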
# HTT ATP protect = qHTS Multiplex Assay to Identify Dual Action Probes in a Cell Model of Huntington: Cytoprotection (ATP). PC12 HTT-Q103 induced, cytoprotection, ATP luminescence, 40 h. Potency, µM (highest dose often 56.4 µM), without a hit: cytoprotection (ATP increase), actives largely listed as activators. 230,000 compounds, 0.14% hits. AID 1471, 2008;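 also: potency is read from the fitted curve at half-maximal effect; % of control where 0% means no effect; nearly all actives have a fitted effect of over 45% in size; toxic huntingtin expression switched on by the ecdysone agonist tebufenozide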
#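 Stable PC12 Q103-GFP cells in serum-supplemented, phenol red-free DMEM; induction by tebufenozide at 100 nM final; compound dose series; cell viability quantified luminescently from ATP.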
# Lamin A splicing = qHTS Assay for Modulators of Lamin A Splicing. HeLa LMNA splicing GFP/RFP minigene ratio, 48 h. Potency, µM (highest dose often 46.1 µM), for the others: top-dose ratio change, negative = inhibition, actives largely listed as inhibitors. 200,000 compounds, 0.01% hits; active = well fitted inhibition curve with a large enough effect in the signal ratio, with a control signal flat, not every such curve was filed as active; inconclusive = small, poorly fitted or top-dose-only effect, or effect the other way, or a change in a side signal; the % refers to the signal ratio; also: potency is read from the fitted curve at half-maximal effect; % is scaled to controls: 0 for no effect and ±100 for the full control effect
#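 S3 HeLa cells stably expressing lamin A-EGFP splicing minigene plus DsRed2, 600 cells/well, 48 h compound exposure at 37C. Laser-scanning cytometry; analysed as GFP (500-530 nm)/RFP (575-640 nm) total intensity ratio; 0.5% DMSO vehicle.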
# GAA glycogen mod = qHTS Assay for Inhibitors and Activators of Human alpha-Glucosidase Cleavage of Glycogen | 300,000 compounds, 0.38% hits | recombinant GAA, glycogen substrate, Amplex Red glucose oxidase fluorescence | Potency, µM (titrated, usually from 76.4 µM), for the others: at the top dose activity change, negative = inhibition, most hits filed as inhibitors | Lysosomal alpha-glucosidase (Homo sapiens), P10253;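 also: potency is read from the fitted curve at half-maximal effect; 0% = full enzyme reaction and -100% = no-enzyme basal signal; the screen sought inhibitors and activators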
#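 Recombinant human enzyme (4 nM); glycogen substrate; 37 C, 40 min, pH 5.0. Readout: coupled glucose oxidase/Amplex Red fluorescence.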
# GAA spleen mod = qHTS Assay for Inhibitors and Activators of Human alpha-Glucosidase From Spleen Homogenate; Lysosomal alpha-glucosidase (Homo sapiens), P10253; human spleen homogenate, 4-MU-alpha-glucoside fluorescence; Potency, µM (doses to about 79.9 µM), for the others: at the top dose activity change, negative = inhibition, usual class: inhibitors; 240,000 compounds, 0.006% hits; AID 2112, 2009;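 also: potency is read from the fitted curve at half-maximal effect; 0% = enzyme with vehicle and -100% = no enzyme basal signal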
#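 Compounds were titrated against alpha-glucosidase in spleen homogenate at pH 5.0, with 1 mM 4-methylumbelliferyl substrate for 40 min at 37 C. Reactions were quenched with pH 10 NaOH/glycine and fluorescence measured.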
# HTT aggregate = qHTS Multiplex Assay to Identify Dual Action Probes in a Cell Model of Huntington: Aggregate Formation (GFP) | PC12 HttQ103-GFP aggregates, Acumen cytometry, 40 h | Potency, µM (doses to about 46.1 µM), for inactives: at the top dose activity change, negative = inhibition, most hits filed as inhibitors | 220,000 compounds, 1.1% hits | AID 1688, 2009; also: potency is read from the fitted curve at half-maximal effect; % is scaled to controls: 0 for no effect and ±100 for the full control effect; nearly all actives have a fitted effect of over 60% in size
#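 Aggregate formation scored by laser-scanning cytometer (488 excitation, 500–530 emission) in lysed PC12 cells expressing Q103-GFP after 100 nM tebufenozide induction; library tested in dose series, with ATPLite reagent added in the multiplex.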
# GAA inhib = qHTS Assay for Inhibitors of Human alpha-Glucosidase as a Potential Chaperone Treatment of Pompe Disease. Lysosomal alpha-glucosidase (Homo sapiens), P10253. purified human GAA, 4-MU-alpha-glucoside fluorescence. Potency, µM (highest dose often 76.9 µM), for inactives: at the highest dose activity change, negative = inhibition, hits mostly inhibitors. 200,000 compounds, 0.005% hits;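 also: potency is read from the fitted curve at half-maximal effect; plate controls were uninhibited enzyme wells for no effect and no-enzyme background for full effect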
#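 Endpoint fluorogenic read: 20 min room-temperature reaction of 4 nM human alpha-glucosidase with 400 uM 4-methylumbelliferyl-alpha-D-pyranoside, pH 5.0, quenched with 1M NaOH/1M glycine pH 10. AC50 from Hill modeling.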
# The depositor's hits bear a star; ? = inconclusive; · = no result given; & = joins results of further samples; [ ] = dose if it differs, or a comment. Unless noted, calls follow the shape of the dose curve; as a rule, active = well fitted curve in the direction sought with a large enough effect; inconclusive = small, poorly fitted or top-dose-only effect, or another doubt; inactive = no such curve, though single readings can be large; an effect the other way counts as inactive or inconclusive.
SMILES,CBFb-RUNX1 inh,HTT ATP protect,Lamin A splicing,GAA glycogen mod,GAA spleen mod,HTT aggregate,GAA inhib
O=C(O)c1cccc(S(=O)(=O)NCC2CCCO2)c1 (stereo not drawn),7%,0%,-5%,5%,8%,-12%,-7%
O=C(c1ccccc1)N1CCCCC(Cl)C1=O (stereo not drawn),6%,-18%[10 µM],6%[46 µM],3%,-25%,6%,3%
Brc1ccccc1-c1nc(-c2ccccc2)no1,24%,-7%[1.9 µM],8%,4%,-1%,-14%,?
CCn1c(=O)cc(SCC(=O)N2CCN(C3CCCCC3)CC2)c2ccccc21,2%,-8%[10 µM],-21%,-1%,-13%,24%,4%
CCCCN1C(=O)C(=Nc2cccc3cnccc23)c2ccccc21,0%,-6%[10 µM],?,-11%,0%,-11%,-7%
c1ccc(-c2noc(C3CCC3)n2)nc1,5%,7%[10 µM],·,3%,-13%,-5%[9.22 µM],·
COc1cc(C(=O)Oc2ccccc2/C=N/NC(=O)c2ccc(Cl)cc2Cl)cc(OC)c1OC,-2%,-58%[inhibitor][10 µM],?,-7%,-7%,6.3µM*,-11%
O=C(/C=C/c1cccs1)NC(=S)Nc1ccccc1,-16%,-12%[10 µM],·,5%,5%,-5%[9.22 µM],-3%
COC(=O)C1CCN(C(=O)/C=C/c2ccc(OC)cc2)CC1,10%,-18%,0%,0%,4%,4%,-14%
COc1ccc(NC(=O)c2ocnc2C)cc1OC,5%,-2%,?,0%,-6%,-2%,-11%
CO[C@@H]1COC(=O)[C@H]2CCCN2C(=O)C/C=C\[C@@H](C)[C@H](OC)COC(=O)[C@H]2CCCN2C(=O)C/C=C\[C@H]1C,3%[13.1 µM],-10%[10 µM],·,·,1%[17.4 µM],·,·
COc1cccc(-c2cc(NCc3cnc(C)cn3)ncn2)c1,·,-123%[inhibitor],9%,·,-2%,·,·
Cc1cc(=O)[nH]c(NCc2ccccc2)n1,1%,10%[10 µM],·,4%,-2%,7%[9.22 µM],·
CC1CC1C(=O)Nc1ccc(-c2ccccc2)cc1 (stereo not drawn),0%,1%[10 µM],-25%,-13%,-1%,1%,0%
O=C(Nc1ccc(-c2nc3ccccc3[nH]2)cc1)c1cccc(N2C(=O)CCC2=O)c1,-13%,·,?,3%,30%,3%,?
CCc1ccc(C(=O)CSc2n[nH]c(-c3ccncc3)n2)cc1,-1%,-35%,?,-7%,-2%,?,?
COc1ccc(Cl)cc1N(CC(=O)Nc1ccccc1SC)S(C)(=O)=O,1%,-12%[0.074 µM],-1%,-10%,-9%,-2%,-5%
Cn1ncc(Br)c1C(=O)Nc1ccc(F)cc1F,10%,?,-11%,6%,-1%,-5%,?
CC(C)(C)OC(=O)N1CCN(C(=O)Nc2ccc3c(c2)OCCO3)CC1,0%,22%[10 µM],16%[46 µM],-6%,-1%,-6%,7%
O=C(NCc1ccccc1)Nc1cccn(Cc2c(F)cccc2Cl)c1=O,-5%,-18%[10 µM],·,-4%,-3%,-6%[9.22 µM],-3%
Cc1ccc(Nc2c(-c3ccc(N4CCOCC4)cc3)nc3ncccn23)cc1C,-4%[2.36 µM],·,-1%,?,-1%,5%,2%
NCCCC[C@@H]1NC(=O)c2cc([N+](=O)[O-])cc(I)c2SC[C@@H](C(N)=O)NC(=O)[C@H](CCC(N)=O)NC1=O,4%[2.36 µM],·,-4%,0%,5%,-9%,-7%
COc1ccc(S(=O)(=O)N2CCN(C)CC2)c2ccccc12,8%,-4%,-6%,4%,-6%,-11%,-1%
O=C(O)CC(C(=O)Nc1ccc(Cl)cc1Cl)C1CCCO1 (stereo not drawn),12%,7%[10 µM],·,-10%,-5%,4%[9.22 µM],·
O=C(NCc1ccccn1)c1ccc(CNS(=O)(=O)c2ccc(F)cc2)cc1,4%,19%[10 µM],-15%,-3%,4%,-14%,-8%
c1ccc(CN2CN=C(Nc3nc4ccccc4s3)NC2)cc1,2%,-1%,7%,3%,-5%,-12%,?
COC(=O)c1ccccc1NC(=O)CSc1nnc(-c2ccc(OC)cc2)n1C,1%,25%[10 µM],-8%,3%,-6%,-26%,6%
O=C(Nc1ccc2c(c1)OCCO2)N1CCOCC1,?,-87%[inhibitor],·,-5%,·,-14%,-4%
NC(=O)[C@@H]1CC2(CC(c3cccc(NC(=O)[C@@H]4CCC(=O)N4)c3)=NO2)CN1C(=O)Cc1ccc([N+](=O)[O-])cc1 (stereo partly drawn),-25%,-7%[10 µM],·,13%,-1%,3%[9.22 µM],·
CSc1nc2ccccc2n1C(=O)NC1CCCCC1,3%,-13%[0.074 µM],3%,2%,-8%,1%,-7%
CCCNC(=O)COC(=O)c1n[nH]c2ccccc12,21%,-15%,3%[46 µM],-2%,-13%,17%,-1%
CCn1cc(-c2cc(C(=O)O)c3ccccc3n2)c(C)n1,8%,·,2%,4%,1%,-3%,5%
O=C(Oc1ccccc1)n1c(=S)oc2ccccc21,3%,·,-3%,-7%,-16%,-8%,-7%
CC(C)=CCOc1ccc(/C=C/C(=O)c2ccc(OCC=C(C)C)cc2OCC(=O)O)cc1,5%,?,?,·,8%,14%,·
O=S(=O)(Nc1nc2ccccc2nc1Cl)c1ccc(Br)cc1,3%,-6%,-6%[46 µM],8%,4%,10µM*,-7%
CC1=C(C(=O)Nc2cccnc2)C(c2ccncc2)n2nnnc2N1 (stereo not drawn),-1%,-8%,14%,-3%,-1%,9%,-1%
CCc1nn(C(C)C(=O)NCCN2CCN(c3cccc(C)c3C)CC2)c(=O)c2cc3occc3n12 (stereo not drawn),1%,-16%[10 µM],?,0%,0%,0%,-4%
CO[C@H]1C=CO[C@@]2(C)Oc3c(C)c(O)c4c(O)c(c(C=NN5CCN(C)CC5)c(O)c4c3C2=O)NC(=O)C(C)=CC=C[C@H](C)[C@H](O)[C@@H](C)[C@@H](O)[C@@H](C)[C@H](OC(C)=O)[C@@H]1C,?,·,-2%,?,3%,0%,-19%[15.4 µM]
Cc1ccc(N2C(N)=C(C#N)C(c3cccnc3)C3=C2CC(C)(C)CC3=O)cc1 (stereo not drawn),3%,-10%,-14%,-14%,-9%,33%,5%
OC(CNCc1ccc(F)cc1)(c1ccccc1)c1ccc(F)cc1 (stereo not drawn),-4%,-33%,-5%,3%,-13%,-11%,1%

# Record cards, from the list above. Order of values: CBFb-RUNX1 inh | HTT ATP protect | Lamin A splicing | GAA glycogen mod | GAA spleen mod | HTT aggregate | GAA inhib
# CC1=C(C(=O)Nc2cccnc2)C(c2ccncc2)n2nnnc2N1 (stereo not drawn) across the screens: -1% | -8% | 14% | -3% | -1% | 9% | -1%
# CCn1cc(-c2cc(C(=O)O)c3ccccc3n2)c(C)n1 across the screens: 8% | · | 2% | 4% | 1% | -3% | 5%
# CCc1nn(C(C)C(=O)NCCN2CCN(c3cccc(C)c3C)CC2)c(=O)c2cc3occc3n12 (stereo not drawn) across the screens: 1% | -16%[10 µM] | ? | 0% | 0% | 0% | -4%

# Next section.
SMILES,CBFb-RUNX1 inh,HTT ATP protect,Lamin A splicing,GAA glycogen mod,GAA spleen mod,HTT aggregate,GAA inhib
CCC1(C)Cc2c(sc(NC(=S)NC(=O)c3ccccc3)c2C#N)CO1 (stereo not drawn),2%,9%[10 µM],-4%,10%,-5%,-7%,-2%
CC1(C)NC(=O)N(CC(O)Cn2nnc3ccccc32)C1=O (stereo not drawn),13%,6%[10 µM],-10%,1%,-3%,14%,1%
CCOc1ccc(N(CC(=O)NCCCOC)S(C)(=O)=O)cc1,1%,15%,3%,0%,-6%,10%,6%
COc1cc(/C=N/Nc2cccc(C)c2)ccc1OC(=O)c1ccco1,-6%,16%[1.9 µM],-5%,-8%,-3%,29%,-7%
Cc1c(C(=O)NCc2ccc(F)cc2)c(-c2ccccc2)nn1-c1ccccc1,-2%,-8%,0%,-1%,-6%,-20%,-6%
Fc1ccc(-c2cc3nc(-c4ccccc4)cc(N4CCOCC4)n3n2)cc1,6%,20%,8%,6%,-1%,-5%[9.22 µM],0%
N#CCC1c2ccccc2CCN1C(=O)Nc1cccc(Cl)c1 (stereo not drawn),6%,22%[10 µM],-9%,1%,2%,-19%,?
Cn1c(=O)[nH]c(=O)c2c1nc(N(CCO)Cc1ccccc1)n2CCCc1ccccc1,1%,-3%,0%,2%,-1%,8%,-32%
CC1(C)Cc2c(sc3nnn(Cc4ccc(Cl)cc4)c(=O)c23)CO1,4%,-4%[10 µM],-1%,-9%,-4%,-29%,-3%
CCN(c1ccccc1)S(=O)(=O)c1ccc2[nH]c(=O)[nH]c2c1,?,2%[10 µM],5%[46 µM],6%,-1%,-2%[9.22 µM],9%
COc1ccc(-c2nc3c(-c4ccccc4)cnn3cc2C)cc1F,12%,-18%,·,-1%,1%,8%,2%
NS(=O)(=O)c1ccc(CNC(=O)C2(c3ccc(Cl)cc3)CC2)cc1,12%,·,·,6%,-10%,?,?
O=C(/C=C/c1cc2c(cc1Br)OCO2)NCc1ccc(F)cc1,8%,-8%[10 µM],-2%,-1%,-5%,-6%,4%
O=C(NCCN1C(=O)S/C(=C\c2ccc(OC(F)F)cc2)C1=O)c1cnccn1,-1%,8%[10 µM],?,8%,1%,30%,5%
Cc1cc2c(nc1C)CCCN2C[C@H](O)CN1CCCc2nc(-c3ccc(Br)cc3)ccc21,-19%&-12%[13.1 µM],24%&-45%[10 µM],·,·,-4%&-7%[17.4 µM],·,·
Cc1ccc(CSc2ccc(-c3ccco3)nn2)cc1,6%,-14%[10 µM],1%,15%,0%,11%,5%
COCCNC(=O)CSc1nc2cc3c(cc2c(=O)n1CCCC(=O)NCCc1ccc(OC)c(OC)c1)OCO3,3%,-33%,11%[46 µM],3%,-7%,3%,8%
O=C(NCc1ccccc1)c1cccnc1N1CCOCC1,4%,13%[1.9 µM],1%,3%,0%,1%,2%
O=c1c2ccccc2nc(SCc2ccc([N+](=O)[O-])cc2)n1CCCO,-6%,29%[10 µM],12%,8%,9%,13%,-9%

# Screening data from PubChem.
